Compound activity deposited in PubChem by National Center for Advancing Translational Sciences (NCATS).
FBPA Giardia inh: inhibitors of Giardia lamblia fructose-1,6-bisphosphate aldolase | 0.71% of 290,000 active | AID 2451 | Potency, µM (highest dose often 59.6 µM), for the others: top-dose activity, negative = inhibition, actives largely listed as inhibitors | purified Giardia FBPA; note: potency is the fitted concentration of half-maximal effect; % is set by controls: 0 for no effect and ±100 for the full control effect; nearly all actives have a fitted effect of over 55% in size
Target sequence (A8B2U2 whole entry, looked up): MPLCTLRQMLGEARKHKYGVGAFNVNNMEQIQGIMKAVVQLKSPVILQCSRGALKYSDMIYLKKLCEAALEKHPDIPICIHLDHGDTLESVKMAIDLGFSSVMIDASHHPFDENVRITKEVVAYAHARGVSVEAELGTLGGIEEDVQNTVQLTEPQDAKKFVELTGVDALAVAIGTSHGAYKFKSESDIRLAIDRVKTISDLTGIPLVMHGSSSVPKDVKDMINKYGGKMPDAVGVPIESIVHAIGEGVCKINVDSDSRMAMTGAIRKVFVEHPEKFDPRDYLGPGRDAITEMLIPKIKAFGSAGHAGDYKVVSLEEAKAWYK
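Giardia FBPA (40 nM reagent) was preincubated 10 min at RT with compound (up to 57.5 uM final), then substrate plus GAPDH/TPI/NAD/arsenate coupling system with diaphorase/resazurin was added; resorufin fluorescence (525/598 nm) was read after 20 min.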
AmpC detergent: AmpC beta-lactamase inhibition with detergent present; AmpC hydrolysis of nitrocefin, absorbance 480 nm, 0.01% Triton; Potency, µM (series often up to 114 µM), inactives show top-dose activity change, negative = inhibition, hits mostly inhibitors; 0.041% of 370,000 active;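 note: potency is the fitted concentration of half-maximal effect; 0% = no-compound wells and -100% = no-enzyme wells; nearly all actives have a fitted effect of over 25% in size; some results filed as inactive show a strong effect at the top dose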
Target sequence (P00811 whole entry, looked up): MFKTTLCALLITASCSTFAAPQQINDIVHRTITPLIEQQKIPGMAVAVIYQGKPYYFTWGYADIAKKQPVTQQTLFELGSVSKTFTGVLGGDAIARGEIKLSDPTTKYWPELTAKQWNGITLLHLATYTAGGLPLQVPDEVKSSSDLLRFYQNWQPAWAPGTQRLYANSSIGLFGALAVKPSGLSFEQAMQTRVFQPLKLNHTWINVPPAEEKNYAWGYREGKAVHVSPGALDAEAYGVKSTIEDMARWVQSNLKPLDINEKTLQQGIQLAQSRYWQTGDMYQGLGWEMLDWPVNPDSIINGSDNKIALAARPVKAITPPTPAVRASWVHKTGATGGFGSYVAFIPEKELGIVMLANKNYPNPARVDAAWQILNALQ
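AmpC (5.3 nM in the dispensed reagent) in 20 mM phosphate pH 7.0 with 0.01% (detergent screen) or 0.0001% Triton X-100 was preincubated with compounds for 15 min at room temperature. Nitrocefin was then added from an 800 uM solution, and hydrolysis was followed at 480 nm.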
AmpC inh no detg: blocks E. coli AmpC beta-lactamase in detergent-free assay; P00811; AmpC nitrocefin hydrolysis, absorbance 480 nm, 0.0001% Triton; Potency, µM (series often up to 57.1 µM), for the others: top-dose activity change, negative = inhibition, usual class: inhibitors; 0.52% of 330,000 active; AID 485341;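 note: potency is the fitted concentration of half-maximal effect; plate controls were no compound for no effect and no enzyme for full effect; nearly all actives have a fitted effect of over 20% in size; some results filed as inactive show a strong effect at the top dose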
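20 mM phosphate pH 7.0 + 0.01% (detergent screen) or 0.0001% Triton X-100; 5.3 nM AmpC reagent; cpd preinc 15 min RT; nitrocefin (800 uM stock) to start; A480 q20 s × 4 min; Activity was normalised to no-enzyme and no-compound control wells.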
HCMV inh: inhibitors of human cytomegalovirus | activity change, negative = inhibition, % at 57.5 µM | HFF cells, HCMV-luciferase reporter, 72 h; stronger effect = lower value | AID 1259415 | 4.5% of 410,000 active; in the data active = activity change below about -60%; inconclusive = no clear call, values can overlap the other calls; inactive = above about -39%; note: % is set by controls: 0 for no effect and ±100 for the full control effect
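Human foreskin fibroblasts infected with luciferase-reporter HCMV at MOI 1 PFU/cell, compounds at two doses. Luciferase measured 72 h post infection; normalized to buffer-only basal and Salinomycin (10uM) controls.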
Cycloheximide cs: affects cycloheximide protein synthesis inhibition readout, counter-screen; max response, %; 12% of 300,000 active; cell reporter, cycloheximide protein synthesis inhibition counterscreen; in the data active = max response mostly above about 13%, no sharp cut-off; inactive = mostly below about 14%; note: read at 38.3 µM for the half of the compounds with a filed dose; 0% is about no effect
AMA1 RON2 block: inhibitors of Plasmodium falciparum AMA1-RON2 interaction; AlphaScreen AMA1-biotinylated RON2 peptide binding; Potency, µM (doses to about 58.2 µM), inactives show at the highest dose activity change, negative = inhibition, hits mostly inhibitors; 0.2% of 360,000 active; AID 720542;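 note: potency is the fitted concentration of half-maximal effect; 0% = vehicle wells and -100% = peptide control; nearly all actives have a fitted effect of over 45% in size; some results filed as inactive show a strong effect at the top dose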
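AMA1 (3D7) with his tag at 25 nM final met compounds first, then biotinylated RON2 peptide at 25 nM; detection used donor plus acceptor beads, 10 µg/mL apiece, read by AlphaScreen after 30 min at room temperature.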
Shiga inhibitor: inhibitors of Shiga toxin in Vero cells. inhibition, % at 38.7 µM. Vero cells, Shiga toxin protein synthesis inhibition reporter. 9.2% of 290,000 active. AID 2315; in the data active = inhibition mostly above about 28%, no sharp cut-off; inactive = mostly below about 43%; note: 0% is about no effect
* hit, by the source's call; u = inconclusive; x = not tested or not shown; & = joins results of further samples; [ ] = dose if it differs, or a comment. Unless noted, calls come from the whole dose curve; as a rule, active = well fitted curve in the direction sought with a large enough effect; inconclusive = small, poorly fitted or top-dose-only effect, or another doubt; inactive = no such curve, though single readings can be large; an effect the other way counts as inactive or inconclusive. Random draw from the library; overall some 16% were active at least once.

Value order – FBPA Giardia inh, AmpC detergent, AmpC inh no detg, HCMV inh, Cycloheximide cs, AMA1 RON2 block, Shiga inhibitor
O=C(NCc1ccccn1)C(=O)NCC1OCCN1S(=O)(=O)c1ccc(Br)cc1 (stereo unspecified)
 : x, 0%, 103%[activator], 18, -4, 40%[activator], -17
CCOc1ccc(S(=O)(=O)Nc2ccc(F)cc2)c(C)c1C
 : -7%, 0%, -26%, 23, 5, -9%, 0
CC(C(=O)Nc1ccccc1-c1ccccc1)N1CCN(S(=O)(=O)c2ccccc2)CC1 (stereo unspecified)
 : 3%, -7%, -1%, u, -3, -8%, -7
CCCC(=O)Nc1ccc(C(=O)COC(=O)C2CC2C)cc1 (stereo unspecified)
 : x, 2%, -7%, 24, x, 4%, x
CCC(C)C(=O)Nc1cc(C(=O)OC)ccc1C(=O)OC (stereo unspecified)
 : 6%, -6%, -5%, 36, -5, 0%, -14
Cc1ccc([N+](=O)[O-])cc1NC(=O)c1c(-c2ccccc2)noc1C
 : x, 4%, -23%, 2, -3, -12%, -31
Cc1ccc(N2C(=O)CC(NNc3nc4ccccc4s3)C2=O)cc1 (stereo unspecified)
 : -1%, -9%, -34%, -18, -4, 12%[11.6 µM], 16
CCc1nc2ccc(F)cc2c(C(=O)NC2CCCCC2C)c1C (stereo unspecified)
 : 9%, -7%, 74%[activator], -7, 4, -7%, -6
COc1ccc(CCNC(=O)Cc2ccc(Cl)cc2)cc1OC
 : 3%, -11%, 2%, -13, 2, -2%, x
CCC(C)NS(=O)(=O)c1ccc(NS(=O)(=O)c2ccccc2[N+](=O)[O-])cc1 (stereo unspecified)
 : 14%, 0%, -32%, -23, -2, -3%, -4
COc1ccc(CNc2nccs2)cc1
 : -6%, 0%, -11%, 52, 16*, 0%, -1
CN(C)/C=C/C(=O)c1ccc(N2CCN(c3ncc(C(F)(F)F)cc3Cl)CC2)cc1
 : 2%, -7%, 1%, -108*, 1, -8%, -16
CCC(C)NC(=O)c1ccccc1C(=O)NC(C)CC (stereo unspecified)
 : 6%, 0%, -12%, -12, -1, -4%, -4
COC(=O)c1cccc(NS(=O)(=O)c2ccc(OC)c(C(=O)N3CCOCC3)c2)c1C
 : -2%, -7%, 12%, -4, -3, 1%, -3
NC(=O)CN1CCN(CCN2C(=O)c3cccc4cccc(c34)C2=O)CC1
 : -2%, u, -12%, u, -3, -3%, 1
O=C1C2C3C=CC(C3=C3CCCCC3)C2C(=O)N1c1ccccc1 (stereo unspecified)
 : 17%, -2%, -15%, -22, -2, 2%, -2
CCn1cc(Cl)c(C(=O)N2N=C3/C(=C/c4cccs4)CCCC3C2c2cccs2)n1 (stereo unspecified)
 : 3%, -1%, 24%, 28, -1, -9%, 26
CCOc1ccc(NC(=O)c2cc(C)nc3ccccc23)cc1
 : 3%, u, -9%[11.4 µM], -60*, 11, 0%, 13
Cc1sc(NC(=O)c2ccco2)c(CN2CCN(c3ccccc3)CC2)c1C
 : -2%, -1%, -11%, 8, 2, -9%, 12
CCOC(=O)c1c(C)nc2ncccn12
 : 6%, -1%, x, -36, -4, 4%, 29
Cc1ccc(NC(=O)c2nnn(CC(=O)Nc3ccccc3)c2N)cc1C
 : 2%, 3%, -39%, -12, 3, 0%, 0
CC(C)OCCCNC(=O)c1ccc(NC(=O)C2=CSCCO2)cc1
 : x, -2%, -7%, -26, 1, 15%, 5
Cc1c(C(=O)N2CCN(C(=O)c3ccccc3)CC2)oc2ccc(F)cc12
 : x, -13%, 9%, 0, x, -3%, x
Nc1nc(CSc2nc3ccccc3[nH]2)cs1
 : -17%, -7%, -21%, 86, 25*, 3%, 47*
COc1ccc(S(=O)(=O)N2CCOCC2)cc1NC(=O)Cc1coc2cc(C)ccc12
 : x, u, 26%, -21, x, -3%, x
CN1C(=O)C(Cc2cnc[nH]2)NC1=S (stereo unspecified)
 : -24%, 3%, -15%, -18, 2, 98%[activator], -6
O=C(c1ccccc1)c1nn(-c2ccccc2)c(=O)cc1C(F)(F)F
 : 17%, -2%, -1%, -67*, 17*, -5%, 27
COn1cnnc1-c1ccccc1
 : 1%, -4%, -2%, 30, 2, 1%, -15
COc1ccc(C(=O)NCc2nc(C)c(C)s2)cc1OC1CCN(C(C)C)CC1
 : x, 1%, -1%, u, -2, 2%, 6
O=C(CSc1ncnc2sccc12)Nc1ccccc1F
 : 4%, 6%, -22%, u, 4, 13%, 3
CSCC(=O)N1CCC(CCC(=O)NC2CC2)CC1
 : -1%, -9%, 2%, -29, -5, 12%, -7
CC(C)c1nnc(NC(=O)CSc2nc3ccccc3s2)s1
 : 6%, -9%, -39%, -73*, 3, -17%, 50*
CCN(CC)C(=O)c1sc(NC(=O)c2cccc([N+](=O)[O-])c2)c(C#N)c1C
 : 4%, 4%, -23%, 2, 0, 0%, 5
O=C(NCCc1ccccn1)c1ccc(OC2CCN(CCc3ccccc3)CC2)cc1
 : x, u, 39%, 7, 42*, 128%[activator], 65*
Cc1ccc(N(Cc2cc(=O)[nH]c3ccccc23)C(=O)c2ccco2)cc1
 : 14%, -1%, -27%, 0, 4, -8%, -10
COc1ccc(-n2cnc3scc(-c4ccccc4)c3c2=O)cc1
 : -6%, 7%, -10%, -13, 5, -2%, -16
CCOc1ccc(N(CC(=O)Nc2cc(Cl)ccc2C)S(C)(=O)=O)cc1
 : 3%, 3%, 45%, -14, 0, -2%, -1
O=C(NCc1cccs1)Nc1cc(Cl)ccc1Cl
 : 12%, 4%, -26%, -34, 3, -9%, 38
COC(=O)C1=C(C)OC(N)=C(C#N)C1C1CCCCC1 (stereo unspecified)
 : 1%, -10%, -15%, -12, -1, -12%, -4
COc1ccc(NC(=O)C2CCCN2C(=O)NC2CCCCC2)cc1OC (stereo unspecified)
 : 0%, -7%, -11%, u, 0, 4%, -12
Cc1ccc(CN2CCc3[nH]c(=S)[nH]c(=O)c3C2)cc1
 : x, 3%, -17%, -4, -1, 77%[activator], 1
CCOc1ccc(N2C(=O)CC(N(Cc3ccco3)C(=O)CCC(=O)O)C2=O)cc1 (stereo unspecified)
 : -1%, -1%, 185%[activator], -10, -1, 10%, 14
Cn1c(COc2ccc(Cl)cc2)nc2ccccc2c1=O
 : u, -3%, -18%, 72, 31, -19%, 46*
COc1ccccc1Nc1ccncc1[N+](=O)[O-]
 : -7%, -12%, -23%, -64*, -4, -1%, -4
CNC(=O)c1ccc(CNC(=O)OCc2ccccc2)cc1
 : 1%, u, 1%[2.29 µM], 22, 3, 0%, 22

Single records (already shown):
Listed for COC(=O)C1=C(C)OC(N)=C(C#N)C1C1CCCCC1 (stereo unspecified) = FBPA Giardia inh: 1%; AmpC detergent: -10%; AmpC inh no detg: -15%; HCMV inh: -12; Cycloheximide cs: -1; AMA1 RON2 block: -12%; Shiga inhibitor: -4
Listed for CCOc1ccc(N(CC(=O)Nc2cc(Cl)ccc2C)S(C)(=O)=O)cc1 = FBPA Giardia inh: 3%; AmpC detergent: 3%; AmpC inh no detg: 45%; HCMV inh: -14; Cycloheximide cs: 0; AMA1 RON2 block: -2%; Shiga inhibitor: -1

Remaining list, next part
Value order – FBPA Giardia inh, AmpC detergent, AmpC inh no detg, HCMV inh, Cycloheximide cs, AMA1 RON2 block, Shiga inhibitor
CCc1c(C)[nH]n(-c2nc(-c3cccc([N+](=O)[O-])c3)cs2)c1=O
 : -14%, -12%, -47%, -28, 22*, 26%, 23*
Cc1ccc(OCCNC(=O)CCNS(=O)(=O)c2ccc(Br)cc2)cc1
 : x, u, -2%, -17, x, 15%, x
Cc1cccc(N(CC(=O)N2CCc3ccccc3C2)S(C)(=O)=O)c1C
 : -8%, -14%, 31%, -17, -5, 3%, x
COc1cc2[nH]c(=S)nc(NCc3ccc(C)cc3)c2cc1OC
 : 16%, -2%, 6%, u, -2, 84%[activator], -10
O=[N+]([O-])c1ccc(-c2cn(-c3ccccc3)c(=S)[nH]2)cc1
 : 5%, u, -31%, 38, -1, -4%, 22
O=C(N/N=C/C=C/c1ccco1)c1cccnc1
 : u, 6%, -31%, 31, -3, -16%, -8
O=C(N/N=C/c1ccc2c(c1)OCO2)C(=O)N1CCCC1
 : 4%, -13%, -11%, -13, 47*, -1%, 76*
Cc1ccccc1OCCCC(=O)Nc1nncs1
 : 5%, -5%, -17%, 2, 2, 0%, 10
O=C(Nc1ccccc1)OC1CC2CC1C1CCCC21 (stereo unspecified)
 : -7%, -7%, -26%, 124, 51*, 18%, 94*
O=C(Cc1ccccc1)Nc1ccccc1C(=O)Nc1ccccc1
 : -5%, 7%, 32%, -13, 8, -3%, 20
CC1(C)CC2CC(C)(CN2C(=O)c2cc(-c3ccccc3)on2)C1 (stereo unspecified)
 : 0%, 1%, 41%, -6, 2, -20%, -5
COc1ccc(C)cc1N1CC(C(=O)Nc2ccccc2N2CCCCC2)CC1=O (stereo unspecified)
 : x, 7%, 108%[activator], -36, x, 11%, x
COc1ccc(C2CC(C(F)(F)F)n3nc(C(=O)Nc4ccc5c(c4)OCO5)cc3N2)cc1 (stereo unspecified)
 : 1%, -5%, -1%, 40, -1, -6%, -7
O=C(CSc1cccc[n+]1[O-])Nc1ccccc1C(F)(F)F
 : x, x, -21%, 21, x, 37%[activator], x
CC(=O)c1ccccc1NC(=O)COC(=O)/C=C/c1ccc(C)o1
 : -4%, 4%, -12%, 15, 3, -11%, -10
CCC1CCCCN1CC(C)(C)NS(=O)(=O)c1ccccc1 (stereo unspecified)
 : -30%, 7%, -29%, u, 1, 11%, -15
COC(=O)Nc1csc2c1NC(=O)CCCC2
 : 0%, -5%, -14%, 35, -2, u, -4
Cn1nc(C(=O)NCc2ccc(Cl)cc2)c2c1-c1ccccc1S(=O)(=O)C2
 : x, 1%&-1%, -34%, -82*, 5, 6%, -19
Cc1ccc(NC(=O)CC(C(=O)O)c2ccccc2)cc1 (stereo unspecified)
 : 7%, u, -5%, 13, -1, -9%, -3
O=C(N=NC(=O)c1ccc2c(O)n(CC3CCCO3)c(O)c2c1)c1cccnc1 (stereo unspecified)
 : 0%, -2%, -20%, -22, -2, 1%, -16
Cc1ccc(OCCNC(=O)c2ccco2)cc1C
 : -3%, -1%, -17%, 2, 17*, 6%, 74*
O=C(NNC(=O)c1ccncc1)c1ccncc1
 : -2%, -1%, -5%, -1, 0, 1%, -7
CCS(=O)(=O)N1Cc2ccccc2CC1C(=O)OCC(=O)Nc1ccc(SC(F)F)cc1 (stereo unspecified)
 : -10%, 2%, -12%, -4, -3, 30%[activator], -9
CCN1CCN(C2=C(NS(=O)(=O)c3ccc(C)cc3)C(=O)c3ccccc3C2=O)CC1
 : x, 0%, -8%, 0, 23*, 0%, 38
CCCCNC(=O)c1ccc(CS(=O)(=O)c2cccc(C(F)(F)F)c2)o1
 : 3%, -2%, 37%, -10, 10, 3%, 19
O=C(Nc1ccccc1)N1CCC(C(=O)N2CCN(Cc3ccccc3)CC2)CC1
 : x, -14%, 16%, 0, x, -4%[11.6 µM], x
COc1cc(OC)c(OC)cc1/C=N/NC(=O)c1cnccn1
 : -7%, -5%, -11%, -19, 9, 59%[activator], 32
